Screens as filed in PubChem BioAssay.
hcDAF12 agonist – activates DAF-12 receptor from parasite H. contortus; HEK293 hcDAF-12 lit1-tk-luc reporter, luminescence; 0% DMSO, 100% Δ7-dafachronic acid; activation, % at 6.8 µM; hit rate 1.4% among 370,000; AID 652067;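 active means activation above the mean of all tested compounds plus 3 SD, cut at about 5.5% in these data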;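 further: 100% = response to 3 µM Δ7-dafachronic acid high control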
hgDAF-12 ag – activates the H. glycines DAF-12 receptor ligand-binding domain. AID 687014. HEK293 GAL4-hgDAF12 UAS-luciferase reporter, agonist luminescence; normalized to butyrate control. activation, % at 6.8 µM. hit rate 1.8% among 370,000;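 active means activation above a cutoff set at the mean of all screened compounds plus 3 SD, cut at about 10% in these data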;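 further: 0% = DMSO wells and 100% = sodium butyrate wells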
GC-A act – GC-A (human) enzyme activation. P16066. HEK293 GC-A cells, cGMP TR-FRET, EC30 ANP; 0% at EC30 ANP, 100% saturating ANP. activation, % at 10 µM. hit rate 0.14% among 370,000. AID 1671463; in the data active means activation above about 40%
PG9 Ab binder – small molecules binding HIV-1 gp120 antibody PG9. TR-FRET gp120-PG9 antibody binding. inhibition, % at 6.7 µM. hit rate 0.43% among 360,000; in the data active means inhibition above about 8.5%
ADAM10 inh – ADAM10 inhibition, QFRET primary screen; recombinant ADAM10, EDANS/DABCYL FRET peptide cleavage, 3 h; inhibition, % at 7 µM; hit rate 0.62% among 370,000; AID 720582;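 active means inhibition above a per-campaign cutoff equal to the mean of compounds falling between control-based bounds plus 3 SD, cut at about 20% in these data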;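 further: 0% = DMSO wells while the 100% control is not disclosed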
DAX1 inh-1 – blocks DAX1 repression of SF-1 activated StAR promoter. HEK293T StAR-luciferase reporter, SF-1/DAX-1 repression relief. inhibition, % at 6.8 µM. hit rate 1.1% among 370,000. AID 652010;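 active means inhibition above the mean over all tested compounds plus 3 SD, cut at about 3.6% in these data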;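 further: 0% = DAX-1 cells with DMSO and 100% = cells lacking DAX-1 with DMSO; higher inhibition means more luminescence from relief of DAX-1 repression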
DAX1 inh-2 – inhibitors of human orphan nuclear receptor DAX1 (NR0B1); P51843; HEK293 Gal4-DAX1 luciferase reporter, luminescence; inhibition, % at 6.75 µM; hit rate 0.99% among 340,000; AID 504766;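 active means inhibition above the mean over all tested compounds plus 3 SD, cut at about 4.2% in these data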;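 further: 0% = DAX1-transfected cells with DMSO and 100% = empty-vector control cells with DMSO; inhibition shows as a rise in luminescence from relieved DAX1 repression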
Target sequence (P51843 207-470 limits assumed): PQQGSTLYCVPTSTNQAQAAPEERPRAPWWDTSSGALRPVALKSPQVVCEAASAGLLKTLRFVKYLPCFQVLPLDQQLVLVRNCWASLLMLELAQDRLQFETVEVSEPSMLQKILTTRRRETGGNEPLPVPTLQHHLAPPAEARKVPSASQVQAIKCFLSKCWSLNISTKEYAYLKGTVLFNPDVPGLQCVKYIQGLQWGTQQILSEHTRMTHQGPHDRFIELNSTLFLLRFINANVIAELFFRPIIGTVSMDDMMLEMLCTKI
SMARCA2 activ – increases SMARCA2 function in MMTV reporter cells; activation, % at 9.1 µM; MG213 cells, MMTV-luciferase reporter, dexamethasone, overnight; hit rate 1% among 370,000; in the data active means activation above about 7.8%;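 further: 0% = vehicle wells and 100% = reference activator wells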
ssDAF-12 act – activators of S. stercoralis DAF-12 nuclear receptor; HEK293 ssDAF-12/GRIP1 lit1-tk-luc reporter, luminescence; % of 3 µM dafachronic acid response; activation, % at 6.8 µM; hit rate 1% among 370,000; AID 652126;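 active means activation above the mean over all tested compounds plus 3 SD, cut at about 0.9% in these data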;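 further: 0% = DMSO-only wells and 100% = 3 µM delta7-dafachronic acid wells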
FXN GAA850 act – increases GAA850 frataxin promoter reporter activity | activation, % at 6 µM | HEK293 lucGAA850 FXN promoter luciferase reporter, 24 h; percent of 10 µM SAHA response | hit rate 0.56% among 360,000;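 active means activation above the average of all compounds screened plus 3 SD, cutoff fixed separately per campaign, cut at about 7.5% in these data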;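 further: 0% = DMSO wells and 100% = 10 µM SAHA wells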
ADAM17 inh – ADAM17 inhibition, QFRET primary screen | P78536 | recombinant ADAM17, EDANS/DABCYL FRET peptide cleavage | inhibition, % at 6.95 µM | hit rate 0.83% among 370,000 | AID 720648;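 active means inhibition above the mean of compounds lying between control limits plus 3 SD, set per campaign, cut at about 8.5% in these data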;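 further: 0% = DMSO-only wells as the low control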
Target sequence (P78536 215-824 limits assumed): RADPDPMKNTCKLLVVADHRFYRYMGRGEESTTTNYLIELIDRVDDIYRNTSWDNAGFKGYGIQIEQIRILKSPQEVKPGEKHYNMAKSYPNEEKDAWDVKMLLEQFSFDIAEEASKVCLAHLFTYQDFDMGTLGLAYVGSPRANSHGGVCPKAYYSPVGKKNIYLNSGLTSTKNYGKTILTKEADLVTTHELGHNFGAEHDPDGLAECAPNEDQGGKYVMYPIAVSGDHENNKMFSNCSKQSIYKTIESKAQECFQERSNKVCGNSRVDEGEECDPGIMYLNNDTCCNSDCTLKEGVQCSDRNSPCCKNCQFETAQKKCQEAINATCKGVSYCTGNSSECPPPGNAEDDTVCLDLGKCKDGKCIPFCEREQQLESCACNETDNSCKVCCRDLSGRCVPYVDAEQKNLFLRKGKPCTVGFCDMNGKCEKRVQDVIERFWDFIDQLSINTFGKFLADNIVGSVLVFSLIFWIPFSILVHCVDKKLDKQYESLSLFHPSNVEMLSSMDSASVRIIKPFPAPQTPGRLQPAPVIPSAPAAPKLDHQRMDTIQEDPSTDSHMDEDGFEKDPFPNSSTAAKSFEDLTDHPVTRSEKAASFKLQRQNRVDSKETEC
The depositor's hits bear a star; x = no result given.

molecule,ADAM17 inh,hcDAF12 agonist,DAX1 inh-2,ssDAF-12 act,ADAM10 inh,GC-A act,SMARCA2 activ,FXN GAA850 act,PG9 Ab binder,DAX1 inh-1,hgDAF-12 ag
O=C(NC(Cc1ccccc1)C(=O)O)/C(=C/c1ccc([N+](=O)[O-])cc1)NC(=O)c1ccco1 (stereo not drawn),2,4.6,-0.7,-1.4,6,-2,-2,0.6,-3.4,-0.1,0.1
Cc1cccc(N2CCN(C(=O)COc3ccc4ccc(=O)oc4c3)CC2)c1C,-6,-3.6,-1.2,-1.7,-40,-1,-1,-0.6,-1.7,-5.3,-1.4
Cc1ccc(N2CC(C(=O)Nc3nnc(SCC(=O)NCC4CCCO4)s3)CC2=O)cc1C (stereo not drawn),4,2.2,-0.3,-0.9,-4,-4,-1,2.1,1.0,-1.0,-0.8
Cc1ccc(C)c(NC(=O)Cn2nnc(C(=O)Nc3c(C)cccc3C)c2N)c1,-6,-2.5,-0.5,-0.7,-4,4,0,-2.1,0.7,0.0,-1.9
O=C(N/N=C/c1ccc(OC(F)F)cc1)c1ccc(Br)cc1,-6,-2.0,-1.0,-1.5,-2,3,-1,-3.0,-0.7,-0.2,2.0
OCC1CCCN(C(=S)Nc2ccc(Nc3ccccc3)cc2)C1 (stereo not drawn),-1,2.7,5.7*,-0.3,-6,-2,3,5.3,-4.9,2.2,16*
COCCCNCCOc1ccc(C)cc1[N+](=O)[O-],-2,0.1,1.0,-1.1,-3,-4,-1,0.8,-0.5,0.7,0.5
COc1ccc(CCC(=O)OCC(=O)Nc2sccc2C(N)=O)cc1OC,-1,-2.3,-1.1,-1.4,0,-1,-3,-3.1,-5.2,-3.5,2.6
Nc1nonc1-n1nnc(C(=O)N/N=C/c2cccc(Cl)c2)c1-c1cccs1,-1,-2.7,-0.1,-1.4,19,-5,-5,-0.9,1.4,0.3,-1.7
c1ccc(N(c2ccccc2)c2nc(-n3ccnc3)nc(-n3ccnc3)n2)cc1,-4,-1.7,0.1,-0.9,-8,-33,3,0.5,0.8,-0.6,0.3
c1ccn2cc(CSc3nnc4ccccn34)nc2c1,-1,4.1,2.8,1.1*,-3,1,7,6.1,-0.8,3.8*,14*
COc1ccc(C2c3c(-c4cc(Cl)c(C)cc4O)n[nH]c3C(=O)N2Cc2cccnc2)cc1OC (stereo not drawn),0,-1.2,-0.5,-1.4,-8,-48,-1,2.5,0.1,-1.0,-0.4
Nc1ncnc2c1ncn2[C@@H]1O[C@H](C(=O)N[C@@H](CO)Cc2ccccc2)[C@@H](O)[C@H]1O,-3,-2.6,x,-1.3,-90,1,-2,x,0.3,-0.2,1.3
COc1cc(OC)cc(C(=O)NCC(=O)OCC(=O)N2CCc3ccccc32)c1,3,0.4,1.3,-1.7,1,-14,-1,3.9,2.6,0.1,3.6
CCOC(=O)C1=C(N)OC2=C(C(=O)CC(C)(C)C2)C1c1ccccc1OC (stereo not drawn),2,0.8,0.8,-1.2,4,-17,-3,0.3,0.1,0.6,0.0

(further entries)
molecule,ADAM17 inh,hcDAF12 agonist,DAX1 inh-2,ssDAF-12 act,ADAM10 inh,GC-A act,SMARCA2 activ,FXN GAA850 act,PG9 Ab binder,DAX1 inh-1,hgDAF-12 ag
CN(C)S(=O)(=O)c1cccc(NC(=O)COC(=O)c2ccc(Br)o2)c1,0,-1.0,-0.8,-1.1,1,1,0,0.2,0.6,-0.8,-0.5
CCc1ccc(/C=C2\SC(=S)N(CCCC(=O)Nc3ccccn3)C2=O)cc1,-2,-5.0,-1.9,-2.4,-7,7,-8,-16,0.5,-0.5,-10
O=C(CN1CCOc2ccccc21)NC1CCCCCCC1,1,5.8*,4.8*,0.8,-11,-1,1,3.2,-0.7,-0.3,-0.7
COc1ccc(OC)c(/C=N/NC(=O)c2csc3ccccc23)c1,-25,-1.7,-0.2,-0.8,-84,-1,2,0.2,-0.9,-0.5,2.7
O=C(NC1CCN(S(=O)(=O)c2ccc(F)cc2)CC1)c1ccc(F)cc1,-2,-1.7,-1.0,-2.1,9,3,1,0.9,-1.2,0.1,2.4
COc1ccc(CN=C2NN=C(c3ccc(Cl)cc3)CS2)cc1,-1,1.5,-0.8,-1.2,-8,6,-1,0.3,-2.3,0.1,1.2
O=C1C=C(c2ccc(Cl)cc2)C(=O)N1Nc1ccccc1,2,-1.1,0.8,-1.1,9,4,-6,6.1,-0.7,-1.2,-1.7
CC(C)(C)c1ccc(OCC(=O)NCc2ccco2)c(Br)c1,1,-0.9,1.3,-0.8,-5,x,-3,1.4,-0.4,0.0,0.7
COC(=O)Nc1ccc(C)cc1NC(=O)OC,2,-0.8,0.6,-1.1,-7,1,-3,1.3,1.6,-0.3,-1.4
CNc1ccc(Br)cc(C(=O)/C=C/c2cccc(OC)c2)c1=O,-2,-2.2,-2.0,-1.6,-25,8,1,3.0,-2.8,-1.3,-1.8
COC(=O)COc1ccc2oc(=O)cc(C)c2c1,-33,2.2,0.0,-1.3,-101,0,0,0.0,-0.9,1.6,1.3
O=C(COC(=O)C1CCC1)Nc1ncc(Cl)cc1Cl,0,1.2,0.2,-0.5,7,5,-2,1.2,-1.7,2.2,-0.5
Cc1c(C(=O)N2CCCCC2)sc(NC(=O)C2CC2)c1C#N,0,-0.7,-0.8,-1.2,6,0,7,-0.1,-1.4,0.0,-0.7
Cn1c(SCC(=O)N2CCOCC2)nnc1-c1cnccn1,-6,-0.3,0.4,-1.1,-2,-3,-2,-1.6,-1.0,0.5,-0.8
O=C(/C=C/c1ccccc1[N+](=O)[O-])c1ccccc1Br,4,3.3,-0.8,-0.6,-1,5,3,9.0*,-0.5,-0.3,4.6

Continuation:
molecule,ADAM17 inh,hcDAF12 agonist,DAX1 inh-2,ssDAF-12 act,ADAM10 inh,GC-A act,SMARCA2 activ,FXN GAA850 act,PG9 Ab binder,DAX1 inh-1,hgDAF-12 ag
CCOc1ccc(-n2cc(C(=O)NC(C)C)c3cc(OC)c(OC)cc3c2=O)cc1,-3,-1.6,-0.6,-1.1,-1,2,2,-0.7,-1.1,-1.2,-0.8
O=[N+]([O-])c1ccc(CN2CCN(c3ccc(F)cc3)CC2)o1,4,-0.8,0.3,-1.5,2,2,-3,-0.7,-1.8,0.3,0.2
O=C1N(CN2C(=O)C3(OCCO3)c3ccccc32)c2ccccc2C12OCCO2,0,-1.6,-0.3,-1.5,6,-21,1,-0.1,-1.0,-0.5,-0.7
CCOc1ccc(OCCCC(=O)N(C)CC(=O)Nc2ccccc2Br)cc1,-2,1.2,-1.9,-2.0,-10,2,2,0.6,-2.2,-1.6,0.9
COc1ccc(NC(=O)C2C3CCC(O3)C2C(=O)O)c(C)c1 (stereo not drawn),-1,-0.1,-0.3,-1.4,2,5,-2,0.5,0.6,0.1,-2.1
CC(C)(C)OC(=O)N1CCC(NC(=O)c2[nH]cnc2C(=O)Nc2ccc(Br)cc2F)CC1,0,-0.9,-0.4,-0.8,-4,0,0,-0.3,0.4,-0.8,-2.1
COc1ccccc1CNC(=O)c1ccc(C)s1,1,-0.1,-0.5,-2.0,9,-3,1,-0.3,1.2,-0.5,-1.2
CCCCN1C(=O)C(CC(=O)NCC2CCCCC2)CC(C(=O)N2CCOCC2)=C1C (stereo not drawn),-3,0.3,1.7,-1.0,3,3,-3,-0.1,1.0,-0.8,-1.9
Cc1ccc2c(c1)nnn2C1CCN(CC(=O)NCCc2ccccc2)CC1,-2,-1.8,-1.9,-1.9,-2,-28,-3,0.0,-0.7,-0.6,-3.6
COc1ccccc1NC(=O)C(C)N1C(=O)c2ccccc2C1=O (stereo not drawn),-5,4.0,0.5,-0.2,6,-1,-1,0.2,1.0,-0.4,-0.8
CC(=O)Nc1ccc(S(=O)(=O)N(C)CC(=O)N(C)Cc2sccc2C)cc1,-4,-0.1,0.3,-1.2,-4,-6,-2,-1.6,-0.3,0.2,-1.4
CCCCCCCCN1C(=O)[C@@H](CC(=O)NCC23CC4CC(CC(C4)C2)C3)C[C@@]2(C(=O)OC)C1=C[C@H](C1CCCC1)O[C@@H]2C,-5,0.8,x,-1.0,1,2,-5,x,-0.1,-0.1,-1.1
CC1(C)NC(=O)N(CC(O)CN2CCOCC2)C1=O (stereo not drawn),0,-1.7,0.7,-1.7,-6,7,-2,2.4,-1.7,0.1,-0.3
O=S(=O)(c1ccc2c(c1)CCN2)N1CCCC1,-3,1.0,1.5,-0.3,-7,3,-1,2.6,0.1,-0.6,-1.6
CCOC(=O)C(C)Oc1cccc2c(=O)n(CC(=O)NCc3ccc4c(c3)OCO4)ccc12 (stereo not drawn),-10,0.9,0.6,-1.2,-39,-3,1,-1.5,1.4,-2.8,-0.9

Remaining list, next part.
molecule,ADAM17 inh,hcDAF12 agonist,DAX1 inh-2,ssDAF-12 act,ADAM10 inh,GC-A act,SMARCA2 activ,FXN GAA850 act,PG9 Ab binder,DAX1 inh-1,hgDAF-12 ag
CN(Cc1ccccc1)C(=O)c1nc[nH]c1C(=O)N1CCN(C(=O)OC(C)(C)C)CC1,7,-0.8,0.2,-0.7,2,3,-2,0.7,-1.4,-0.4,0.1
O=C(COC(=O)c1ccccc1Cc1ccccc1)Nc1ccc(SC(F)F)cc1,9.6*,2.8,1.4,-0.4,11,0,2,3.0,-0.4,2.6,14*
Cn1c(=O)oc2ccccc2c1=O,-2,1.4,-1.3,-1.1,-13,-1,5,0.8,-1.4,1.0,0.7
O=C(NC1CCCC1)C1CCN(C(=O)c2ccc(Cl)cc2Cl)CC1,-1,-0.3,0.5,-0.9,-3,0,-1,-1.3,-1.5,-0.3,0.0
CCCCCC(=O)Nc1cc(S(=O)(=O)O)cc2cc(S(=O)(=O)O)cc(O)c12,-19,-1.3,0.8,-1.6,-66,-2,-1,0.4,-3.8,-0.7,3.2
CC1CC(C)CN(C(=O)COc2ccc(-c3nnco3)cc2)C1 (stereo not drawn),1,-1.0,0.6,-1.3,-1,2,-3,-0.7,0.7,0.7,-0.8
O=C(CN1CCCC1)Nc1ccccc1C(=O)c1ccccc1,0,-0.6,0.4,-1.2,-3,3,-3,2.2,2.4,0.6,-1.7
CCN(CC)CC(=O)N1c2ccccc2Sc2ccccc21,-1,-0.9,0.6,-1.4,-4,-15,-2,0.6,-2.1,0.2,-1.4
Cc1ccc(N(CCC#N)C(=O)COC(=O)C2CCN(S(=O)(=O)c3ccc4c(c3)OCCO4)CC2)cc1,-2,1.1,2.0,-0.6,1,-2,-3,-0.3,0.9,0.0,-0.5
Cc1c(C(=O)Nc2ccc(S(=O)(=O)Nc3ncccn3)cc2)oc2ccccc12,-2,0.3,1.7,0.1,-11,11,-2,0.6,3.5,1.3,1.2
O=C(NNS(=O)(=O)c1ccc2ccccc2c1)NC1CCCCC1,1,-2.2,-0.7,-1.7,-5,-3,-2,0.2,-1.4,-0.1,-2.5
CCOC(=O)C1(Cc2cccc(OC)c2)CCN(Cc2ccc(C)s2)CC1,-1,-1.7,0.8,-2.0,1,1,-1,1.3,-0.9,-0.9,-3.2
Clc1ccc(C[n+]2csc3ccccc32)cc1,0,-1.1,-0.1,-0.8,2,2,2,1.3,0.6,0.6,-3.4
